Screens as filed in PubChem.
Statin myotox sup: suppressors of statin myotoxicity in C2C12 myotubes, primary screen, cell-based, single point, plate reader | C2C12 myotubes + simvastatin, ATP luminescence, 48 h; scaled: DMSO 0, geranylgeraniol control 100 | rescue of ATP level, % at 7.49 µM | actives 0.78% (n = 330,000) | AID 602340, 2012;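 active = mean ATP rescue above about 67%, or every replicate alone reaching that limit, limit read from the data, passing the limit was not always enough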;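 note: myotubes were challenged with 10 µM simvastatin during compound exposure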
Cneo AK release: Cryptococcus neoformans cell lysis inducers, primary screen, AK release luminescence, single concentration | lysis activity, % at 15 µM | actives 0.2% (n = 360,000) | C. neoformans lysis, adenylate kinase release luminescence, 4 h; normalised: neutral wells 0, clomiphene wells 100;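 active = mean lysis activity across replicates of at least 80%, whatever share of replicates individually reach that level; inactive = mean lysis activity below 80%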
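Material: C. neoformans cells | Amount: Yeast cell density of 5 × 10^6 cells/mL | Medium: Fresh YPD growth medium | Dosing: Single dose | Times: Static 4 h at 37 °C with compound, 1 h detection | Detection: AK luminescence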
esBAF inh: Bmi1 luciferase reporter increase in mESCs, primary screen, esBAF inhibitor project, mouse ES cells, Bmi1 luciferase knock-in, single point. AID 602393, 2012. reporter increase, % at 12.5 µM. 24 h; 100% = twice the neutral-well signal. actives 2% (n = 350,000); in the data active = activation above about 40%;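 note: 0% = median of the plate's neutral control wells and 100% = double that signal; a rise in the Bmi1 reporter signal indicates esBAF inhibition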
ARNT-TACC3 inh: disruptors of ARNT/TACC3 protein interaction, primary screen, biochemical, AlphaScreen, single concentration. inhibition, % at 9.99 µM. Transforming acidic coiled-coil-containing protein 3 (Homo sapiens), Q9Y6A5. AID 623870, 2012. actives 0.66% (n = 390,000). AlphaScreen His-ARNT PAS-B/GST-TACC3 binding, luminescence; TACC3 fragment carries E629A point mutation;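 active = mean inhibition of replicates at least 50% and at least half of replicates each reaching 50%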;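 note: 0% = complete ARNT plus TACC3 wells and 100% = ARNT alone without TACC3; many hits fall short of the cut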
SIRT5 inh: SIRT5 desuccinylase inhibitors, primary screen, biochemical, fluorescence imaging, single point, set 5; Purified SirT5, succinyl-peptide AMC, trypsin-coupled fluorescence; inhibition, % at 15 µM; actives 1.1% (n = 330,000); in the data active = inhibition above about 15%
Target sequence (Q9NXA8 whole entry, looked up): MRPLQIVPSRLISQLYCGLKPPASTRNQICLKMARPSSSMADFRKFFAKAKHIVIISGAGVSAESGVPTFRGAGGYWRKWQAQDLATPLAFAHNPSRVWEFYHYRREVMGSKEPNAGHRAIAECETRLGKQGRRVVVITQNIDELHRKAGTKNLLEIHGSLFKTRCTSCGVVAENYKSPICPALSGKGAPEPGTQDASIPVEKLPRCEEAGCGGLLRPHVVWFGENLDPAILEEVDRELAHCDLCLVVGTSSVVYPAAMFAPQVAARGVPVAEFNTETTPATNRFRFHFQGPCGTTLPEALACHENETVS
miR122 inh: miR-122 Renilla sensor signal increase in Huh7, primary screen, miR-122 inhibitor project, cell-based, single point, plate reader. Huh7 miR-122 Renilla luciferase sensor, 48 h; neutral wells = 0, positive control = 100. activation (reporter increase), % at 12.5 µM. actives 0.3% (n = 340,000). AID 602342, 2012;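 active = mean replicate activation score at least 90 and every replicate individually at or above 90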;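 note: higher luciferase means less miR-122 activity so hits act as miR-122 inhibitors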
ERp5 block: inhibitors of ERp5-driven insulin aggregation, primary screen, biochemical, turbidity, absorbance 650 nm, single point | inhibition, % at 9.99 µM | actives 0.05% (n = 350,000) | AID 651711, 2012 | 90 min | Protein disulfide-isomerase A6 (Homo sapiens), Q15084;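 active = mean replicate inhibition above about 25%, with every replicate also reaching it, limit read from the data, passing the limit was not always enough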
Target sequence (Q15084 whole entry, looked up): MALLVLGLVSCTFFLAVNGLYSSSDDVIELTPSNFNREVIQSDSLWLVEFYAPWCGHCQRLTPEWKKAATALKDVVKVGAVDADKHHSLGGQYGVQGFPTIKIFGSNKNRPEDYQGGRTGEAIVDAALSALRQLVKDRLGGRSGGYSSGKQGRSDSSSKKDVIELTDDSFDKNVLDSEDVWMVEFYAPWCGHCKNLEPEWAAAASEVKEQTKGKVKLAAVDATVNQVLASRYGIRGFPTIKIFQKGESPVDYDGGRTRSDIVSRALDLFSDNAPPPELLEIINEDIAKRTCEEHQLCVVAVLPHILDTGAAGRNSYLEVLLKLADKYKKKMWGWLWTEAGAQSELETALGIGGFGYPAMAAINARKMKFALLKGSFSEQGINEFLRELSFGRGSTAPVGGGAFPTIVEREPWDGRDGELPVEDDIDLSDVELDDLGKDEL
The depositor's hits bear a star; . = not tested or not shown; & = joins results of further samples; [ ] = another dose, or the depositor's remark. Rows are unselected; any-hit rate near 4%.

no.	smiles	ARNT-TACC3 inh	miR122 inh	ERp5 block	SIRT5 inh	esBAF inh	Statin myotox sup	Cneo AK release
1	O=C(COc1ccccc1)NCC(=O)N/N=C/c1ccc(Br)cc1	-1	-3	0	0	-1	1	2
2	CCN(CC)C(=O)c1ccc(COc2ccc(Cl)c(C)c2)o1	-6	-1	4	-8	78*	-9	0
3	Cc1cccc(NC(=S)N2CCC(c3nc4ccccc4s3)CC2)c1	2	.	.	.	5	13	-2
4	NC(=O)COC(=O)c1ccc(-c2ccc(O)cc2)cc1	22	2	2	0	15	-6	0
5	Cc1cc(C)n(-c2cccc(CN3CCC(CO)(Cc4ccccc4)CC3)c2)n1	2	-1	-9	0	.	.	.
6	CCCNC(=O)N(C)C[C@H]1Oc2ncc(C#CC3CCCCC3)cc2C(=O)N([C@H](C)CO)C[C@@H]1C	5	24[16.7 µM]	7	4	-1	14	-1
7	CCc1ccccc1OCCCCN1CCCCC1	-4	4	5	1	-4	10	-3
8	NC(=O)CC(NC(=O)Cc1ccc(Br)cc1)c1ccc(N2CCC(N3CCCC3)CC2)c([N+](=O)[O-])c1 (stereo unspecified)	-1	.	6	.	4	-8	4
9	COc1ccccc1CNC(=O)COC(=O)c1cccc(S(=O)(=O)N2CCCCC2)c1	17	-3	9	-2	-3	3	0
10	C[C@H]1CN([C@@H](C)CO)C(=O)CCCn2nncc2CO[C@H]1CN(C)S(=O)(=O)c1cccc(C#N)c1	-3	4	2&-4	3&-4	-5&0	-3&-9	-4&-4
11	Cc1csc(SCC(=O)Nc2cc(S(=O)(=O)N(C)C)ccc2C)n1	2	.	-3	0	4	-11	-5
12	Cc1ccc(S(=O)(=O)N(C)C[C@H]2Oc3ccc(NC(=O)Cc4ccccc4)cc3CC(=O)N([C@H](C)CO)C[C@@H]2C)cc1	5	2[16.7 µM]	0	2	6	62	2
13	Cn1c(=O)c2c(nc(CN3CCN(c4ccccc4F)CC3)n2CCCc2ccccc2)n(C)c1=O	-13	-6	.	.	-3	1	-1
14	CCOC(=O)c1ccc(NC(=O)CSc2nnc(C3CC3)n2CC)cc1	14	-8	.	.	1	-12	0
15	CCSc1nc(-c2ccccc2)nc2c1CCCC2	-6	-6	-3	3	-7	1	1
16	Cc1n[nH]c2ccc(Br)cc2c1=O	.	-1	-4	-4	1	-4	2
17	CCOC(=O)c1cccnc1SC(CC)C(=O)N1CCOCC1 (stereo unspecified)	-3	1	.	.	-2	.	0
18	CCc1noc(C)c1C(=O)N1CCN(S(=O)(=O)c2ccccc2C(F)(F)F)CC1	0	1	-6	-3	-1	8	1
19	COc1ccccc1-c1noc2ncnc(Nc3cccc(C)c3)c12	-1	-10	0	.	-6	2	-2
20	O=C(COC(=O)C1CCN(S(=O)(=O)c2ccccc2C(F)(F)F)CC1)NCc1ccc(F)cc1	-7	-10	-5	-5	.	.	-1

A run of entries taken from the entries so far:
no.	smiles	ARNT-TACC3 inh	miR122 inh	ERp5 block	SIRT5 inh	esBAF inh	Statin myotox sup	Cneo AK release
9	COc1ccccc1CNC(=O)COC(=O)c1cccc(S(=O)(=O)N2CCCCC2)c1	17	-3	9	-2	-3	3	0
10	C[C@H]1CN([C@@H](C)CO)C(=O)CCCn2nncc2CO[C@H]1CN(C)S(=O)(=O)c1cccc(C#N)c1	-3	4	2&-4	3&-4	-5&0	-3&-9	-4&-4
11	Cc1csc(SCC(=O)Nc2cc(S(=O)(=O)N(C)C)ccc2C)n1	2	.	-3	0	4	-11	-5
12	Cc1ccc(S(=O)(=O)N(C)C[C@H]2Oc3ccc(NC(=O)Cc4ccccc4)cc3CC(=O)N([C@H](C)CO)C[C@@H]2C)cc1	5	2[16.7 µM]	0	2	6	62	2
13	Cn1c(=O)c2c(nc(CN3CCN(c4ccccc4F)CC3)n2CCCc2ccccc2)n(C)c1=O	-13	-6	.	.	-3	1	-1
14	CCOC(=O)c1ccc(NC(=O)CSc2nnc(C3CC3)n2CC)cc1	14	-8	.	.	1	-12	0
15	CCSc1nc(-c2ccccc2)nc2c1CCCC2	-6	-6	-3	3	-7	1	1
16	Cc1n[nH]c2ccc(Br)cc2c1=O	.	-1	-4	-4	1	-4	2
17	CCOC(=O)c1cccnc1SC(CC)C(=O)N1CCOCC1 (stereo unspecified)	-3	1	.	.	-2	.	0
18	CCc1noc(C)c1C(=O)N1CCN(S(=O)(=O)c2ccccc2C(F)(F)F)CC1	0	1	-6	-3	-1	8	1

(list continues)
no.	smiles	ARNT-TACC3 inh	miR122 inh	ERp5 block	SIRT5 inh	esBAF inh	Statin myotox sup	Cneo AK release
21	CCOc1ccc(NC(=O)CC2S/C(=N/N=C3CCCCCC3)NC2=O)cc1 (stereo unspecified)	4	.	4	-3	.	.	1
22	Cc1ccc(NCc2ccccc2O)cc1C	-1	7	-7	.	68*	-1	1
23	COc1ccc2nc(NC(=O)c3cccc(OCc4c(C)noc4C)c3)sc2c1	-4	54	.	.	2	-44	-16
24	CSc1nc(C)c(C(=O)Nc2ccccc2)c(C)c1C#N	-4	-2	6	-5	8	-1	3
25	C[C@H]1CN([C@@H](C)CO)C(=O)c2cc(C#CCN(C)C)cnc2O[C@@H]1CN(C)C(=O)Nc1ccccc1F	-6	-5[16.7 µM]	8	2	-5	0	-2
26	CNC(=O)C[C@H]1CC[C@H]2[C@H](COc3ccc(NC(=O)NC(C)C)cc3C(=O)N2C)O1	2	53[16.7 µM]	.	.	2	-24	-5
27	Nc1nc(NCc2ccc(Cl)cc2)nc(NCCO)c1[N+](=O)[O-]	2	-1	1	-4	-2	8	2
28	COc1ccccc1C(=O)Nc1nnc([C@H]2C[C@H](O)[C@@H](CO)O2)s1	.	-7	1	-4	-1	18	1
29	CCn1cc(C(=O)OCC(=O)Nc2c(C)n(C)n(-c3ccccc3)c2=O)c(=O)c2ccc(C)nc21	-9	1	.	.	-14	2	5
30	O=C(Nc1ccccc1F)N[C@H]1CC[C@@H](CCNS(=O)(=O)c2ccc(F)cc2)O[C@H]1CO	3	.	6	0	1	5	-4
31	Cc1cc(OCC(=O)NCCc2ccc(S(N)(=O)=O)cc2)c2c(C)cc(=O)oc2c1	-2	-4	-2	0	-6	-4	5
32	COc1ccc(CN(C)C[C@H]2OCCCC[C@H](C)Oc3ccc(NC(=O)Cc4ccccc4)cc3C(=O)N([C@@H](C)CO)C[C@H]2C)cc1	4	-2[16.7 µM]	.	.	-6	.	3
33	Cc1c(-c2ccccc2)[nH]n2c(=O)c3c(nc12)CCCC3	0	-1	2	-4	.	.	-1
34	CCOC(=O)c1ccccc1OC(=O)CS(=O)c1ccccc1[N+](=O)[O-] (stereo unspecified)	-28	-1	2	.	.	.	.
35	O=C(COc1ccc(Cl)cc1)Nc1ccc(CN2CCOCC2)cc1	.	14	-4	-4	-1	15	-4
36	CCc1cc2c(N[C@@H](C)C(=O)O)ncnc2s1	-2	-7	.	.	-1	-12	-1
37	CN1CCN(C(=O)C[C@H]2CC[C@@H](NS(=O)(=O)c3cccc(F)c3)[C@@H](CO)O2)CC1	.	.	3	.	-4	-3	5
38	Cc1nn(Cc2ccc(F)cc2)c2sc(C(=O)Nc3ccccc3N3CCOCC3)cc12	19	.	1	1	.	.	.
39	Cc1ccc(S(=O)(=O)N(C)CC(=O)N(C)Cc2cccs2)cc1	.	5	0	.	-8	7	0
40	COCCNC(=O)C[C@@H]1CC[C@H]2[C@@H](COc3ccc(NC(=O)COC)cc3C(=O)N2C)O1	-5	-2[16.7 µM]	-3	-2	2	7	-1
41	COC(=O)c1sccc1NC(=S)Nc1cc(C)ccc1OC	.	-5	-9	0	-1	9	.
42	CN1CCC(N(C)C(=S)NCCc2ccccc2)CC1	1	.	-2	1	.	.	.
43	NS(=O)(=O)c1ccc(CCNCC#Cc2ccccc2)cc1	-1	5	5	0	-10	2	-2
44	CC(C)NC(=O)N(C)C[C@@H]1Oc2ncc(-c3ccc(C(=O)N(C)C)cc3)cc2C(=O)N([C@@H](C)CO)C[C@H]1C	-14	4[16.7 µM]	10	-6	0	-1	0
45	O=C(N[C@H]1CC[C@H](CCn2cc(C3(O)CCCC3)nn2)O[C@@H]1CO)C1CCCCC1	-9	.	-1	-5	-10	14	-1
46	CC(C)(C)OC(=O)N1CCCC(C(=O)Nc2ccc(C(=O)N3CCCC3)cc2)C1 (stereo unspecified)	-5	-6	8	.	-3	13	-2
47	CC(C)NC(=O)N[C@H]1CC[C@@H](CC(=O)NCCCN(C)C)O[C@H]1CO	-1	3[16.7 µM]	2	1	1	1	0
48	O=C(CC12CC3CC(CC(C3)C1)C2)Nc1c(F)cccc1F	-1	.	.	.	-3	-12	-2
49	COc1ccc(NC(=O)Nc2ccc3c(c2)C(=O)N([C@H](C)CO)C[C@H](C)[C@H](CN(C)Cc2ccc(Cl)c(Cl)c2)OCCCC[C@H](C)O3)cc1	25	-4[16.7 µM]	-6	11	3	.	-1
50	CCCC(=O)Nc1ccc(C(=O)COC(=O)c2c(C)noc2C)cc1	-2	-7	-2	-1	-2	4	5
51	CC(O)CCc1nc2ccc(C(=O)O)cc2[nH]1 (stereo unspecified)	-5	1	.	.	.	.	1
52	O=C(N/N=C/c1ccc(Sc2nc3ccccc3s2)c([N+](=O)[O-])c1)c1ccccn1	-1	6	.	.	20	1	0
53	COc1ccccc1NC(=O)Nc1ccc(N2CCOCC2)cc1	4	.	2	1	.	.	.
54	Cc1ccc(C(=O)NNC2=Nc3cccc4cccc2c34)cc1	.	0	.	.	19	-25	-1
55	O=C(Cn1cncn1)N1CCN(c2ccc(F)cc2)CC1	5	-8	1	4	-7	1	3
56	CCOc1ccccc1NC(=O)COc1ccc2ccc(=O)oc2c1	-3	-4	-3	-5	-1	5	8
57	CC(C)NC(=O)N(C)C[C@H]1Oc2ccc(NC(=O)CCC(F)(F)F)cc2C(=O)N([C@@H](C)CO)C[C@@H]1C	-1	-3[16.7 µM]	3	-2	-2	-5	2
58	CCCCCCCCNC(=S)NCCN1CCCCC1	18	.	-2	-3	.	.	.
59	Cn1nnnc1SCC(=O)NC(=O)c1cccc([N+](=O)[O-])c1	29	-5	1	-3	-4	2	.
60	COc1ccc(-c2ccc3c(c2)O[C@@H](CN(C)C)[C@@H](C)CN([C@H](C)CO)S3(=O)=O)cc1	1	1[16.7 µM]	2	-7	2	4	2
61	Cn1cc([N+](=O)[O-])c(C(=O)Nc2ccn(Cc3c(F)c(F)cc(F)c3F)n2)n1	7	2	.	.	-12	144*	.
